Screening results from PubChem.
EPAC1 antagonist = antagonists of human EPAC1; EPAC1 GEF assay, Rap1b-BODIPY-GDP exchange fluorescence; Potency, µM (top dose mostly 115 µM), inactives show at the highest dose activity change, negative = inhibition, hits mostly inhibitors; AID 720709; actives 0.14% (n = 360,000); O95398;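 note: potency is the fitted concentration of half-maximal effect; plate controls were vehicle for no effect and positive control for full effect; nearly all actives have a fitted effect of over 50% in size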
FUS suppressor = rescues growth of FUS-expressing yeast. S. cerevisiae FUS-expressing, growth rescue, OD600, 24 h. Potency, µM (doses to about 76.6 µM), without a hit: top-dose growth rescue (activation), usual class: activators. actives 0.24% (n = 390,000). AID 1347120;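 note: potency is the fitted concentration of half-maximal effect; plate controls were DMSO vehicle for no effect and reference control for full effect; nearly all actives have a fitted effect of over 55% in size; some results filed as inactive show a strong effect at the top dose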
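Compound concentration series was pinned onto galactose-induced FUS-expressing yeast seeded at OD 0.005. Plates sat 24hr at 30C; absorbance at 600 nm gave growth. DMSO served as background control.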
WRN helicase inh = WRN helicase (human) inhibition; actives 0.46% (n = 360,000); WRN helicase unwinding, fluorescent forked duplex, kinetic; AID 651768; Potency, µM (doses to about 114 µM), inactives show at the top dose activity change, negative = inhibition, hits mostly inhibitors; Q14191; note: potency is the fitted concentration of half-maximal effect; % is set by controls: 0 for no effect and ±100 for the full control effect; nearly all actives have a fitted effect of over 55% in size
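WRN at 20 nM final was preincubated with compound for 15 min at room temperature; reaction started with 100 nM forked duplex oligonucleotide carrying fluorophore and quencher plus 2 mM ATP (final). Unwinding followed kinetically by red fluorescence (ex 525/em 598 nm).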
Abeta rescue = A-beta toxicity reversal in yeast; Potency, µM (titrated, usually from 46.1 µM), inactives show top-dose growth rescue, hits mostly activators; actives 0.063% (n = 410,000); yeast expressing A-beta42, growth rescue, OD600, 48 h; response scale: 0% DMSO, 100% iron-clioquinol control; AID 1347071; note: potency is the fitted concentration of half-maximal effect; nearly all actives have a fitted effect of over 55% in size
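Growth rescue measured by 600 nm absorbance after 48 h yeast culture at 30 C with compound. Values normalized between DMSO and an equimolar ferric chloride plus clioquinol control.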
PI5P4K alpha inh = blocks human PI5P4K alpha kinase activity | P48426 | PI5P4Kalpha enzyme, ADP-Glo luminescence, 60 min; hits give low values | max response, % | actives 1.2% (n = 330,000); active = max response of -50% or lower; inconclusive = between -30% and -50%; inactive = -30% or higher; note: value at the top dose of about 77 µM; % is set by controls: 0 for no effect and ±100 for the full control effect
Target sequence (P48426 whole entry, looked up): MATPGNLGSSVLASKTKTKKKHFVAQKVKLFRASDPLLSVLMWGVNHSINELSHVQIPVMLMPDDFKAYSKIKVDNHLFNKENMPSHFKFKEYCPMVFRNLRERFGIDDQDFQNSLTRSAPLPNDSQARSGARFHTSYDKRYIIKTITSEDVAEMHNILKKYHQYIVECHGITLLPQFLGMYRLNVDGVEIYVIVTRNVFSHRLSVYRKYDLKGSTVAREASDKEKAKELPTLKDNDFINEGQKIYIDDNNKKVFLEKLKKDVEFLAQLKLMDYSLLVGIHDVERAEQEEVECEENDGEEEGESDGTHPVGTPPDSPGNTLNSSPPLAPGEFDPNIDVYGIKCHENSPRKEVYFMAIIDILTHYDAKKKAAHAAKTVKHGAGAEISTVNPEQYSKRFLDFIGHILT
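ADP-Glo luminescence end-point read after a 60 min room-temperature kinase reaction of PI5P4Kalpha plus substrate, initiated with ATP at 5 microM final. Buffer: 0.038 M HEPES pH 7.4, EGTA, 0.1% CHAPS, 5% DMSO.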
PLK1 PBD block = PLK1 (human) polo-box domain binding inhibition; P53350; Plk1 PBD binding of FITC phosphopeptide, fluorescence polarization; Potency, µM, inactives show max response, negative = inhibition, hits mostly inhibitors; actives 2.8% (n = 360,000); note: potency is the fitted concentration of half-maximal effect; series mostly up to about 57 µM; % is set by controls: 0 for no effect and ±100 for the full control effect; nearly all actives have a fitted effect of over 65% in size
Target sequence (P53350 whole entry, looked up, the tested form may be a part): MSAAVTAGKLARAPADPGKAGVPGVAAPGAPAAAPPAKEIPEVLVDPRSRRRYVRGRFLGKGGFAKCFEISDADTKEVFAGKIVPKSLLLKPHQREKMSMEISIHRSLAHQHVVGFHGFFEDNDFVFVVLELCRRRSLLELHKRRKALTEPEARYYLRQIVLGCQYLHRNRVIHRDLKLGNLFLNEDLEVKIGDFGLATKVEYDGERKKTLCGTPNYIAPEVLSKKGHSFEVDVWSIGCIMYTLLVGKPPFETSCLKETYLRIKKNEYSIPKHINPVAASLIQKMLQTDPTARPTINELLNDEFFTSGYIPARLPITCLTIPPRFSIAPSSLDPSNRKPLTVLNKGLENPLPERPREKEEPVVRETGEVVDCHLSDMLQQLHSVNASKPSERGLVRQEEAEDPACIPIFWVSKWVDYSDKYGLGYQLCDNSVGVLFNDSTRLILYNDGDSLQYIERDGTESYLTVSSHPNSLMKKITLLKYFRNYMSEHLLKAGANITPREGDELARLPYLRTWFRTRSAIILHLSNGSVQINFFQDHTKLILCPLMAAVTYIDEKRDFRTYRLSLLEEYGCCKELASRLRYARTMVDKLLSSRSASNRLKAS
EPAC1 ag = agonists of human EPAC1. O95398. EPAC1 agonist qHTS, biochemical assay; response scale: 100% = response to 6.5 mM cAMP. actives 0.073% (n = 360,000). AID 720707. Potency, µM (series often up to 154 µM), for the others: at the highest dose activation, hits mostly activators; note: potency is the fitted concentration of half-maximal effect; nearly all actives have a fitted effect of over 60% in size
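EPAC1 100 nM, Rap1B–BODIPY-GDP 250 nM, unlabeled GDP 50 uM; compound titration; 5 min RT; kinetic read ex480/em540 at 5-min intervals ×30 min; data normalized to 6.5 mM cAMP agonist control.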
IL2 activator = activates IL-2 in a cell-based reporter assay; activation, % (series mostly up to about 46 µM); actives 0.065% (n = 360,000); IL-2 activation reporter assay, cell-based qHTS; stimulated with anti-CD3/CD4/CD28 beads; in transgenic mouse T cells; in the data active = activation above about 50%; inconclusive = mostly about 30% to 49%; note: 0% is about no effect
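Screening format: compound pinned onto unstimulated transgenic mouse T cells, 60 min incubation, then anti-CD3/anti-CD4/anti-CD28 bead stimulation for 18 hours at 37 degrees C, followed by EGFP and DsRed detection.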
* = called active by the depositor. Unless noted, calls come from the whole dose curve; as a rule, active = well fitted curve in the direction sought with a large enough effect; inconclusive = small, poorly fitted or top-dose-only effect, or another doubt; inactive = no such curve, though single readings can be large; an effect the other way counts as inactive or inconclusive. Rows are unselected; overall some 4.1% were active at least once.

`Cc1cc(NC(=O)CCN2C(=O)C3C4C=CC(C4)C3C2=O)c2ccccc2n1` (stereo unspecified) gave EPAC1 antagonist -1%, FUS suppressor 36%, WRN helicase inh 4%, Abeta rescue 13%, PI5P4K alpha inh 4, PLK1 PBD block -16%, EPAC1 ag 4% and IL2 activator -2.6.
For CCn1c2ccccc2c2cc(NC(=O)CCCN3C(=O)CCC3=O)ccc21 the results were EPAC1 antagonist -12%, FUS suppressor -3%, WRN helicase inh -11%, Abeta rescue 6%, PI5P4K alpha inh -4, PLK1 PBD block 0%, EPAC1 ag -5% and IL2 activator -0.1.
Screening CC(C(=O)OCC(=O)c1cccc([N+](=O)[O-])c1)N1C(=O)C2C3CCC(C3)C2C1=O (stereo unspecified) returned EPAC1 antagonist -2%, FUS suppressor -1%, WRN helicase inh 5%, Abeta rescue -4%, PI5P4K alpha inh 5, PLK1 PBD block -5%, EPAC1 ag 1% and IL2 activator -1.6.
For COc1ccc(Oc2ncccc2NC(=O)c2cccc(C)c2C)cc1 the results were EPAC1 antagonist -11%, FUS suppressor 14%, WRN helicase inh -6%, Abeta rescue 5%, PI5P4K alpha inh -5, PLK1 PBD block -1%, EPAC1 ag 3% and IL2 activator -2.0.
Screening O=C1c2ccccc2C(=O)N1CCc1ccccc1 returned EPAC1 antagonist -14%, FUS suppressor -7%, WRN helicase inh -16%, Abeta rescue -13%, PI5P4K alpha inh -12, PLK1 PBD block 27µM*, EPAC1 ag -1% and IL2 activator 1.6.
CCNC(=O)C1(C)CCCN1C(=O)c1ccc(C#N)cc1 (stereo unspecified) was read as EPAC1 antagonist 9%, FUS suppressor -19%, WRN helicase inh 4%, Abeta rescue -26%, PI5P4K alpha inh -4, PLK1 PBD block -2%, EPAC1 ag -11% and IL2 activator 0.1.
COC(=O)c1cc(-c2c(-c3cc(OC)c(OC)c(OC)c3)noc2C)cc([N+](=O)[O-])c1 was read as EPAC1 antagonist -11%, FUS suppressor 34%, WRN helicase inh 3%, Abeta rescue -20%, PI5P4K alpha inh 6, PLK1 PBD block -16%, EPAC1 ag 4% and IL2 activator -3.5.
For COc1ccc(/C=N/n2cncn2)cc1Cn1nc(C)c([N+](=O)[O-])c1C the results were EPAC1 antagonist 0%, FUS suppressor 16%, WRN helicase inh -3%, Abeta rescue -1%, PI5P4K alpha inh 4, PLK1 PBD block -2%, EPAC1 ag 8% and IL2 activator -0.9.
For CCCOc1cccc(C2/C(=C(/O)c3ccc4c(c3)CC(C)O4)C(=O)C(=O)N2CCN2CCOCC2)c1 (stereo unspecified) the results were EPAC1 antagonist -7%, FUS suppressor -9%, WRN helicase inh -6%, Abeta rescue -5%, PI5P4K alpha inh 0, PLK1 PBD block -8%, EPAC1 ag 6% and IL2 activator 0.4.
Screening NC(=O)c1ccc(/C=N/O)[n+](Cc2ccccc2)c1 returned EPAC1 antagonist 9%, FUS suppressor -25%, WRN helicase inh -4%, Abeta rescue -5%, PI5P4K alpha inh 3, PLK1 PBD block 1%, EPAC1 ag -2% and IL2 activator -0.9.
Screening COc1ccccc1C(=O)N/C(=C/c1ccc2c(c1)OCO2)C(=O)Nc1cccc(C(=O)O)c1 returned EPAC1 antagonist inconclusive, FUS suppressor -6%, WRN helicase inh -6%, Abeta rescue 5%, PI5P4K alpha inh -1, PLK1 PBD block -5%, EPAC1 ag 13% and IL2 activator 2.6.
`CN(Cc1cn[nH]c1-c1ccc(-c2ccccc2)cc1)CC1CCOCC1` gave EPAC1 antagonist 2%, FUS suppressor -29%, WRN helicase inh -5%, Abeta rescue 2%, PI5P4K alpha inh 5, PLK1 PBD block -9%, EPAC1 ag -4% and IL2 activator -2.4.
`Cc1cc(C)c2nc(SCC(=O)NC(=O)c3cccn3C)cc(C)c2c1` gave EPAC1 antagonist -18%, FUS suppressor 13%, WRN helicase inh -4%, Abeta rescue -12%, PI5P4K alpha inh 7, PLK1 PBD block -21%, EPAC1 ag 0% and IL2 activator 0.7.
For O=C(NCc1ccc(Cl)cc1)C(=O)N/N=C/c1ccc(Br)cc1 the results were EPAC1 antagonist -13%, FUS suppressor 9%, WRN helicase inh 4%, Abeta rescue -8%, PI5P4K alpha inh 0, PLK1 PBD block 5%, EPAC1 ag -5% and IL2 activator 0.9.
`CC(Sc1ccc2ccccc2n1)C(=O)O` (stereo unspecified) gave EPAC1 antagonist -10%, FUS suppressor -17%, WRN helicase inh -6%, Abeta rescue 12%, PI5P4K alpha inh -7, PLK1 PBD block -2%, EPAC1 ag 0% and IL2 activator -0.1.
For Cc1ccc(S(=O)(=O)CC(=O)Nc2nnc(C(C)(C)C)s2)cc1 the results were EPAC1 antagonist 9%, FUS suppressor -3%, WRN helicase inh -4%, Abeta rescue 13%, PI5P4K alpha inh -9, PLK1 PBD block inconclusive, EPAC1 ag 8% and IL2 activator -1.0.
Screening CCOC(=O)c1cnn(-c2ccccc2)c1-n1cccc1C(=O)C(=O)Nc1ccc(OC)cc1 returned EPAC1 antagonist -24%, FUS suppressor 23%, WRN helicase inh -27%, Abeta rescue inconclusive, PI5P4K alpha inh 8, PLK1 PBD block -8%, EPAC1 ag 2% and IL2 activator 2.8.
O=C(c1ccccc1F)N1CCN(c2ccc([N+](=O)[O-])c3ncccc23)CC1 was read as EPAC1 antagonist -20%, WRN helicase inh -13%, Abeta rescue -9%, PI5P4K alpha inh -13, PLK1 PBD block -6%, EPAC1 ag -3% and IL2 activator -5.0.
CC(C)CC(=O)Nc1nnc(SCC(=O)NC2CCCCC2)s1 was read as EPAC1 antagonist 17%, FUS suppressor 23%, WRN helicase inh 5%, Abeta rescue -1%, PI5P4K alpha inh 4, PLK1 PBD block 4%, EPAC1 ag 7% and IL2 activator -0.3.
For C/C(=N\NC(=O)c1nnn(-c2nonc2N)c1CN(C)c1ccccc1)c1cccnc1 the results were EPAC1 antagonist -2%, FUS suppressor 5%, WRN helicase inh -2%, Abeta rescue -15%, PI5P4K alpha inh 3, PLK1 PBD block -2%, EPAC1 ag 6% and IL2 activator 1.8.
`Cc1cccnc1NC(=O)Cn1nc(C)c([N+](=O)[O-])c1C` gave EPAC1 antagonist -8%, FUS suppressor -3%, WRN helicase inh 3%, Abeta rescue 28%, PI5P4K alpha inh -5, PLK1 PBD block -1%, EPAC1 ag -4% and IL2 activator 1.1.
CCNC(=O)c1cc2c(c(-c3cccc(-c4ccccc4F)c3)n1)[C@@H](CCO)N(C(=O)CC1CC1)C2 was read as EPAC1 antagonist 0%, FUS suppressor 18µM*, WRN helicase inh -3%, Abeta rescue -6%, PI5P4K alpha inh 4, PLK1 PBD block -9%, EPAC1 ag 7% and IL2 activator -0.1.
Screening O=C(/C=C/c1ccc(Cl)cc1)Nc1ccc(N2CCOCC2)cc1 returned EPAC1 antagonist 10%, FUS suppressor 13%, WRN helicase inh -3%, Abeta rescue 11%, PI5P4K alpha inh -11, PLK1 PBD block 24µM*, EPAC1 ag 4% and IL2 activator 0.7.
COc1ccccc1NC(=S)N1CCC(C(=O)c2ccc(F)cc2)CC1 was read as EPAC1 antagonist -13%, FUS suppressor 18%, WRN helicase inh 5%, Abeta rescue inconclusive, PI5P4K alpha inh 6, PLK1 PBD block -4%, EPAC1 ag 9% and IL2 activator 0.0.
Cc1cccc(CC(=O)N2CCN(C(=O)c3ccco3)CC2)c1 was read as EPAC1 antagonist -4%, FUS suppressor -13%, WRN helicase inh 7%, Abeta rescue -8%, PI5P4K alpha inh 7, PLK1 PBD block 2%, EPAC1 ag -3% and IL2 activator -2.6.
Screening COc1cc(OC)c(/C=N/NC(=O)COc2cccc3cccnc23)c(OC)c1 returned EPAC1 antagonist 8%, FUS suppressor -4%, WRN helicase inh -4%, Abeta rescue 12%, PI5P4K alpha inh 3, PLK1 PBD block -14%, EPAC1 ag 4% and IL2 activator -0.7.
Cc1ccc(NC(=O)CN2C(=O)C(C)Oc3ccccc32)nc1 (stereo unspecified) was read as EPAC1 antagonist 6%, FUS suppressor 11%, WRN helicase inh 3%, Abeta rescue 11%, PLK1 PBD block -12%, EPAC1 ag -2% and IL2 activator -3.2.
For O=C(N/N=C/c1cccc(Oc2ccc([N+](=O)[O-])cc2[N+](=O)[O-])c1)c1cncc(Br)c1 the results were EPAC1 antagonist -1%, FUS suppressor 4%, WRN helicase inh -21%, Abeta rescue -2%, PLK1 PBD block -1%, EPAC1 ag 11% and IL2 activator -1.2.
`CN1CCN(S(=O)(=O)c2ccc(Cl)c(C(F)(F)F)c2)CC1` gave EPAC1 antagonist 10%, WRN helicase inh 3%, Abeta rescue 1%, PI5P4K alpha inh 13, PLK1 PBD block -3%, EPAC1 ag 3% and IL2 activator -0.8.
`COc1cc(-c2nc(Cc3ccccc3Cl)no2)cc(OC)c1OC` gave EPAC1 antagonist -2%, FUS suppressor 20%, WRN helicase inh -10%, Abeta rescue -23%, PLK1 PBD block -7%, EPAC1 ag 20% and IL2 activator -0.1.
CCCCNC(=O)N1CCN(Cc2cccc(F)c2)CC1 was read as EPAC1 antagonist 5%, FUS suppressor 4%, WRN helicase inh -5%, Abeta rescue 3%, PI5P4K alpha inh 3, PLK1 PBD block -8%, EPAC1 ag 0% and IL2 activator -2.5.
For Clc1ccc(OCCCN2CCc3ccccc3C2)c(Br)c1 the results were EPAC1 antagonist -10%, FUS suppressor 4%, WRN helicase inh 0%, Abeta rescue -24%, PI5P4K alpha inh 27, PLK1 PBD block 0%, EPAC1 ag 6% and IL2 activator -0.2.
For Cc1[nH]nc(-c2ccc(O)c(C)c2O)c1-c1cnn(-c2ccccc2)c1 the results were EPAC1 antagonist -14%, FUS suppressor inconclusive, WRN helicase inh -26%, Abeta rescue 17%, PLK1 PBD block -4%, EPAC1 ag 22% and IL2 activator 2.1.

In the list so far, these contain a COOH group:
Screening COc1ccccc1C(=O)N/C(=C/c1ccc2c(c1)OCO2)C(=O)Nc1cccc(C(=O)O)c1 returned EPAC1 antagonist inconclusive, FUS suppressor -6%, WRN helicase inh -6%, Abeta rescue 5%, PI5P4K alpha inh -1, PLK1 PBD block -5%, EPAC1 ag 13% and IL2 activator 2.6.
`CC(Sc1ccc2ccccc2n1)C(=O)O` (stereo unspecified) gave EPAC1 antagonist -10%, FUS suppressor -17%, WRN helicase inh -6%, Abeta rescue 12%, PI5P4K alpha inh -7, PLK1 PBD block -2%, EPAC1 ag 0% and IL2 activator -0.1.
